Screens as filed in PubChem.
WT yeast gro inh = growth inhibition of WT yeast, mitochondrial fusion screen; AID 1362; 190,000 tested, 2.1% active; inhibition, % at 10 µM; mitochondrial fusion phenotypic screen, WT strain; in the data active = inhibition above about 58%; tested in S. cerevisiae
P. falciparum M17LAP = P. falciparum M17LAP inhibitors, primary screen, biochemical, fluorogenic H-Leu-NHMec substrate, 1536-well (AID 1619) | recombinant M17LAP, H-Leu-NHMec fluorogenic kinetic assay; higher % means a stronger effect | inhibition, % at 30 µM, or IC50 in µM where a hit was titrated | 220,000 tested, 0.38% active;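 active = compound inhibiting the enzyme by more than half at any dose during confirmatory dose-response retesting; inconclusive = strong single-dose inhibitors picked by rank but not retested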;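 also: plate controls were full reaction with DMSO carrier for no effect and no enzyme background for full effect; strong numbers were not always called active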
LYP phosphatase = PTPN22 lymphoid phosphatase activity blockers – biochemical, fluorescence intensity, uHTS (AID 1779); recombinant LYP phosphatase, fluorescence intensity; higher % means a stronger effect; one-dose inhibition, % at 11.5 µM; IC50 in µM for titrated hits; 290,000 tested, 0.054% active;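 also: plate controls were vehicle with enzyme for no effect and no enzyme for full effect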
Yfh1-depleted yeast = enhancers of respiration in Yfh1-depleted yeast, dose response, Friedreich's ataxia, plus single-dose screen (AID 1465). fold induction at 50 µM, or EC50 in µM where a hit was titrated. S. cerevisiae Yfh1-off respiration, WST-1 reduction, 72 h; higher fold induction means a stronger effect. 220,000 tested, 0.074% active;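 active = fold induction of absorbance versus untreated yeast above a set limit, then at least 30% activation at any dose in follow-up; inconclusive = repeats straddling the limit, or above it without dose testing; inactive = fold induction below the set limit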;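 also: activators that raise dye reduction in frataxin-depleted yeast; strong numbers were not always called active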
human PMI inhibitors = human PMI inhibitors, high substrate, primary screen, biochemical, fluorescence intensity, high mannose 6-phosphate (AID 1220); recombinant PMI enzyme, coupled fluorescence intensity; higher % means a stronger effect; inhibition, % at 20 µM; hits with a dose series show IC50 in µM; 190,000 tested, 0.66% active
M1AAP inhibition = P. falciparum M1AAP inhibitors, biochemical, fluorogenic H-Leu-NHMec substrate, 1536-well (AID 1445); inhibition, % at 30 µM, or IC50 in µM where a hit was titrated; 220,000 tested, 0.42% active; recombinant M1AAP, H-Leu-NHMec fluorogenic kinetic assay; higher % means a stronger effect;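 active = primary inhibition above the hit cutoff, then over 50% inhibition at one or more dose response concentrations, cut at about 23% in these data, passing the limit was not always enough; inconclusive = conflicting primary data, or primary hits not chosen for dose response; inactive = low primary inhibition, or under 50% at every dose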;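 also: plate controls were DMSO full reaction for no effect and no enzyme background for full effect; strong numbers were not always called active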
TNAP activators = human TNAP enzyme activators, primary screen, biochemical, luminescent, no phosphate acceptor, uHTS (AID 1001); 200,000 tested, 0.03% active; purified TNAP, luminescent activation assay, no phosphate acceptor; higher activation fold means a stronger effect; activation fold at 20 µM; hits with a dose series show EC50 in µM; in the data active = activation fold from about 3, or a potency from the dose series; inactive = the rest, 99 in 100 with activation fold below about 1.6; also: many of its hits are not listed in these tables
human PMI inhibition = inhibitors of human PMI, primary screen, biochemical, fluorescence intensity, coupled assay (AID 1209); purified PMI enzyme, coupled fluorescence intensity; higher % means a stronger effect; inhibition, % at 20 µM, or IC50 in µM where a hit was titrated; 190,000 tested, 0.42% active;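 also: plate controls were DMSO vehicle for no effect and wells lacking substrate for full effect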
XIAP displacement = small molecules displacing peptide from XIAP – biochemical, IAP family, fluorescence polarization (AID 1018). XIAP BIR domain, fluorescence polarization peptide displacement; higher % means a stronger effect. displacement, % at 20 µM; hits with a dose series show IC50 in µM. 200,000 tested, 0.007% active; in the data active = displacement above about 50%; also: a part of the inactive calls stands beside numbers as strong as those of hits
WT yeast gro inh mutant strain = second read-out of WT yeast gro inh, no call of its own (marks repeat the call); inhibition, %; mitochondrial fusion phenotypic screen, mutant strain inhibition
The depositor's hits bear a star; i = inactive; ? = inconclusive; . = no result given. Rule as the data show it, unless noted: active = inhibition above about 50%; inactive = the rest.

SMILES	WT yeast gro inh	WT yeast gro inh mutant strain	P. falciparum M17LAP	LYP phosphatase	Yfh1-depleted yeast	human PMI inhibitors	M1AAP inhibition	TNAP activators	human PMI inhibition	XIAP displacement
C/C(Cl)=C\Cn1c(NCCCn2ccnc2)nc2c1c(=O)n(C)c(=O)n2C	-11	-8	8%	-7%	i	-4%	4%	1.1	-3%	-1.3%
CCc1ccc(NC(=S)N2CCN(c3cccc(OC)c3)CC2)cc1	6	-7	-19%	-5%	i	1%	-3%	1.1	5%	-5.5%
CC1(C)Cc2ccccc2C(NN=C2CCCC2)=N1	-6	-10	-6%	-2%	i	5%	0%	1	7%	-2.0%
Cc1ccc(S(=O)(=O)CC(O)CN2CCCC2=O)cc1 (stereo not given)	-4	-5	-13%	-3%	i	-7%	5%	1.1	-2%	-0.2%
CCOc1ccc(NC2=C(Cl)C(=O)N(Cc3ccccc3)C2=O)cc1	-8	-11	10%	-2%	i	8%	2%	0.9	6%	-2.9%
Brc1ccc(C2=Nc3cccc4cccc(c34)N2)o1	3	34	18%	-4%	i	12%	3%	1	-13%	-0.2%
CCOc1ccc(CCNC(=O)c2cc3sccc3n2C)cc1OCC	5	5	11%	0%	.	14%	3%	1	25%	-4.5%
Cc1ccc(SCCC(=O)Nc2cccnc2)cc1	6	-19	-12%	-6%	i	.	23%	1.1	.	-2.8%
CCOC(=O)c1ccc(NC(=O)C2CCCO2)cc1 (stereo not given)	-40	-6	4%	-7%	i	5%	-4%	0.6	7%	-1.9%
CC(=O)c1cc2c(cc1NC(=O)c1c(-c3ccccc3)noc1C)OCO2	-1	8	6%	-10%	i	0%	-4%	1.1	0%	-1.6%
Cc1ccc(S(=O)(=O)NN2C(=O)c3ccccc3NC2c2cccc(O)c2)cc1 (stereo not given)	1	8	-27%	-8%	i	-2%	3%	1.1	-2%	-2.0%
Cc1ccc(-n2c(SCC(=O)NCC3CCCO3)nc3n[nH]c(C)c3c2=N)cc1Cl (stereo not given)	-3	1	-4%	-1%	i	11%	-4%	1.7	9%	-3.3%
Cc1nnc(C)c2c(C)n(-c3ccc4ncccc4c3)c(C)c12	-8	2	13%	-8%	i	50%	9%	1	19%	0.2%
Cc1ccc(-c2cc(-c3nnc(SCC(=O)NCC(C)C)n3N)c3ccccc3n2)cc1	4	-21	3%	-2%	i	7%	2%	1	11%	-3.1%
Cc1cc(C)c(NC(=S)N2CCC(N(C)CC3CCCO3)CC2)c(C)c1 (stereo not given)	4	11	10%	-5%	i	2%	-3%	1	6%	-22%
CCCNC(=O)C1CN(S(=O)(=O)c2ccccc2)CCN1S(=O)(=O)c1ccccc1 (stereo not given)	6	17	1%	2%	i	14%	3%	1.2	16%	-3.5%
Cc1cccc2nc(-c3cccc(NC(=O)Cc4ccccc4)c3)cn12	-14	-15	-1%	-4%	i	-12%	1%	1.1	-7%	0.5%
O=C(c1cccc(COc2cccc3ccccc23)c1)N1CCCC1	45	21	1%	0%	i	28%	8%	1	12%	1.6%
C=C(C)CNC(=S)NNC(=O)CCn1c2ccc(Cl)cc2c2cc(Cl)ccc21	-17	-15	-1%	4%	i	0%	-16%	1.7	5%	-2.4%
Cc1cccc(C)c1NC(=O)CCCSc1nnc(N)s1	2	-3	-1%	-1%	i	-17%	3%	1.1	-34%	-4.5%
COC(=O)COc1ccc(Oc2nc(SC)nc(N(C)C)n2)nn1	-6	5	-3%	-8%	i	-1%	-2%	1	-4%	-5.7%
CCNc1nc(N)nc(Oc2ccc(OCC)nn2)n1	-19	3	-1%	-7%	i	-2%	4%	1.1	4%	-4.6%
COc1ccc(NC(=O)CSc2nnc(-c3cccnc3)n2C)cc1	.	.	-9%	-2%	i	.	1%	.	.	.
COc1cc(C#N)ccc1OCC(=O)NCc1cccs1	-14	-13	1%	-5%	i	9%	-2%	1	12%	-3.2%
CCCCN1C(=O)C(O)(CC(=O)c2c(C)n[nH]c2C)c2cc(Br)ccc21 (stereo not given)	5	-11	0%	-4%	i	4%	6%	1	5%	-5.8%

Next part, overlapping the part above by 3 compounds.
SMILES	WT yeast gro inh	WT yeast gro inh mutant strain	P. falciparum M17LAP	LYP phosphatase	Yfh1-depleted yeast	human PMI inhibitors	M1AAP inhibition	TNAP activators	human PMI inhibition	XIAP displacement
COc1ccc(NC(=O)CSc2nnc(-c3cccnc3)n2C)cc1	.	.	-9%	-2%	i	.	1%	.	.	.
COc1cc(C#N)ccc1OCC(=O)NCc1cccs1	-14	-13	1%	-5%	i	9%	-2%	1	12%	-3.2%
CCCCN1C(=O)C(O)(CC(=O)c2c(C)n[nH]c2C)c2cc(Br)ccc21 (stereo not given)	5	-11	0%	-4%	i	4%	6%	1	5%	-5.8%
CC(C)(C)NC(=O)C1N(c2cccnc2)C(=O)C2C(C(=O)Nc3ccccc3)C3(C)C=CC21O3 (stereo not given)	-2	9	-1%	3%	i	2%	5%	1.1	7%	-2.9%
Cn1nc(C(F)(F)F)cc1-c1ccc(/C=C(\C#N)C(=O)c2ccccc2)s1	.	.	1%	0%	i	.	-2%	.	.	.
C=CCN1CCN(C(CCC)c2nnnn2Cc2ccco2)CC1 (stereo not given)	-11	-2	-6%	-4%	i	-35%	-4%	1	-23%	-7.7%
COc1ccccc1N1CCN(C(=O)c2ccc(N3CCCC3=O)cc2)CC1	3	-5	6%	-10%	i	10%	-1%	1.1	4%	-7.5%
O=c1cc(O)nc(-c2ccccc2)s1	2	6	-2%	-6%	i	-22%	5%	1.1	15%	-1.5%
CC(=O)N1CCc2cc(Br)cc(S(=O)(=O)N3CCN(c4ccccn4)CC3)c21	.	.	.	-11%	.	-2%	.	1.1	-14%	-6.0%
Cc1ccc(OCc2nn3c(-c4n[nH]c5c4CCC5)nnc3s2)cc1	.	.	.	-7%	.	-8%	.	1.2	-7%	-1.1%
CCCCNC(=O)CNC(=S)N(Cc1ccccc1F)C1CCCCC1	9	1	1%	1%	i	-4%	0%	1	4%	-13%
c1ccc(OCCCc2nc(-c3cccnc3)no2)cc1	-10	-32	-10%	-10%	i	-2%	7%	1.1	0%	-2.4%
Cc1ccc(NC(=O)c2cc(S(=O)(=O)N3CCC4(CC3)OCCO4)ccc2F)cc1	32	8	5%	3%	i	11%	-2%	1.1	10%	-7.6%
Cn1c(=O)c2ncn(CC(=O)N/N=C/c3ccco3)c2n(C)c1=O	6	5	7%	-10%	i	-22%	7%	1	-2%	-3.9%
CC(=O)c1cccc(N/C=C\c2nnnn2-c2ccc(F)cc2)c1	-4	-10	-12%	-6%	i	11%	8%	1.1	3%	1.6%
COc1cccc(-n2c(SCC(=O)O)nnc2-c2cccnc2)c1	21	-4	0%	-9%	i	2%	12%	1.2	-5%	-0.3%
O=C(Nc1ccc([N+](=O)[O-])cc1)Nc1nc(-c2ccc(Cl)s2)cs1	87*	81*	-6%	3%	i	-15%	4%	1	-14%	-20%
CN(C)CCC(=O)N1c2ccccc2Sc2ccc(Cl)cc21	-11	0	9%	-9%	i	-6%	7%	1.1	-5%	-8.2%
c1csc(C2=NNC(=NC3CCCCC3)SC2)c1	-1	-19	-11%	-4%	i	-9%	8%	1	-2%	-7.3%
COc1ccc2nc(N3C(=O)CNC3=S)sc2c1	.	.	9%	7%	i	.	0%	.	.	.
[N-]=[N+]=CC(=O)CCCN1C(=O)c2ccccc2C1=O	-10	-1	17%	-11%	i	-5%	2%	1.1	-7%	-1.0%
Cc1cc(C)c(NS(=O)(=O)c2ccc(NC(=O)CCC(=O)O)cc2)c(C)c1	-1	4	5%	-2%	i	-15%	0%	1	-12%	-5.9%
O=C(CCN1C(=O)C2C3C=CC(C4CC34)C2C1=O)Oc1cccc2cccnc12 (stereo not given)	-4	6	6%	-4%	i	35%	0%	1.1	17%	-1.0%
CCn1c(SCC(=O)NCC(=O)Nc2ccc(F)cc2)nnc1-c1cccs1	10	19	2%	-4%	i	8%	5%	1.1	0%	-3.8%
Cc1cc(C(=O)COC(=O)CNS(=O)(=O)c2ccc3ccccc3c2)c(C)n1-c1ccccc1	14	-4	11%	-5%	i	-1%	-1%	1.1	9%	-5.8%
CC(=O)Nc1cccc(N2CCCC2=O)c1	-4	6	-10%	0%	i	9%	2%	1.1	11%	-6.8%
Cc1ccc(-c2nnn(CC(=O)N(CC(=O)NCc3ccccc3)c3cccc(C)c3C)n2)o1	-8	-5	10%	-2%	i	11%	10%	1.1	11%	-5.2%
Cc1noc(C)c1S(=O)(=O)NCCc1ccc(S(N)(=O)=O)cc1	-28	-16	2%	-4%	i	-1%	5%	1.1	5%	-2.3%

Following part:
SMILES	WT yeast gro inh	WT yeast gro inh mutant strain	P. falciparum M17LAP	LYP phosphatase	Yfh1-depleted yeast	human PMI inhibitors	M1AAP inhibition	TNAP activators	human PMI inhibition	XIAP displacement
CCN(CC)c1ccc(NC(=O)COc2ccc(N(C)S(=O)(=O)c3cccs3)cc2)cc1	-7	0	2%	3%	i	16%	10%	1.1	7%	-4.3%
Cc1cc(NC(=O)COC(=O)COc2ccc(Cl)cc2C)c([N+](=O)[O-])cc1C	-20	-7	5%	6%	i	10%	2%	1	6%	-14%
Cc1ccccc1OCc1nc(-c2ccc(NC(=O)c3cccs3)cc2)no1	21	14	-1%	-10%	i	3%	9%	1.1	-4%	-5.3%
Cc1n[nH]c(=O)nc1NC1CCCCC1	-21	-9	-12%	-5%	i	6%	-1%	1.1	5%	-9.3%
COc1ccc(NS(=O)(=O)c2cc(NC(=O)c3ccc(=O)[nH]c3)ccc2N2CCOCC2)cc1	-1	-1	4%	-4%	i	5%	6%	1.1	5%	-3.6%
N[C@@H](Cc1ccccc1)c1nnc(SCc2ccccc2F)o1	-3	-4	11%	2%	i	-6%	6%	1	-2%	-4.0%
O=C(Nc1ccncc1)Nc1ccncc1	-26	2	-2%	-7%	i	9%	2%	1.1	4%	-0.7%
NC(=O)CSc1nnc(-c2ccc([N+](=O)[O-])cc2)o1	-12	2	14%	3%	i	-6%	6%	1.1	-8%	-3.2%
O=C(O)c1ccccc1OCc1ccccc1Br	1	0	-1%	-3%	i	-6%	0%	1.1	-3%	-5.7%
Cc1ccc(NC(=O)CCc2c(C)nc3ncnn3c2C)nc1	1	19	10%	-6%	i	-6%	15%	1	-12%	-3.1%
Cc1ccc(CN(Cc2cccnc2)C(=S)Nc2cccc(Cl)c2C)cc1	74*	36*	1%	4%	i	8%	4%	1.2	7%	-5.2%
CCCCOCCCn1c(-c2ccco2)nc2nc3ccccc3nc21	8	2	-228%	-2%	i	-56%	?	1	-19%	-22%
COc1ccc(CCN2C(=NC(C)=O)SC3CS(=O)(=O)CC32)cc1OC (stereo not given)	.	.	-11%	-9%	i	.	2%	.	.	.
CC(=O)Nc1nc(-c2cccs2)cs1	12	4	-6%	-5%	i	-8%	9%	1.1	-8%	-5.1%
C/C=C\C(=O)Nc1cccc(C2=NOC3(C2)C[C@@H](C(N)=O)N(C(=O)c2ccccc2)C3)c1 (stereo not given in full)	.	.	9%	-10%	i	.	8%	.	.	.

Rows were taken by chance; any-hit rate near 3.7%.
